Screening results deposited in PubChem by several laboratories.
NSD2 HMT inh – NSD2 histone methyltransferase inhibitors, primary screen, biochemical, AlphaScreen, single concentration, set 2 | 0.54% of 310,000 active | NSD2 peptide methylation, 120 min | inhibition, % at 12.5 µM | Histone-lysine N-methyltransferase NSD2 (Homo sapiens), O96028; in the data active = inhibition above about 50%
PvdQ acylase – P. aeruginosa PvdQ acylase inhibitors, primary screen, biochemical, fluorescence, plate reader and imaging, single point | purified PvdQ acylase | 0.063% of 340,000 active | PvdQ acylase [Pseudomonas aeruginosa LESB58] | inhibition, % at 10 µM; in the data active = inhibition above about 30%, passing the limit was not always enough; inconclusive = no clear call, values can overlap the other calls;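 also: 0% = vehicle neutral wells and 100% = reference inhibitor wells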
C-LANA FP – inhibitors of KSHV C-LANA binding to DNA, primary screen, biochemical, fluorescence polarization, FAM-LBS DNA, MBP-C-LANA, single point. Kaposi's sarcoma herpesvirus LANA C-terminal domain (residues 932-1162) DNA binding. inhibition, % at 9 µM. 0.078% of 340,000 active;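 active = highest replicate inhibition at or above 60% at 9 µM, even if other replicates fall short; inactive = all replicates below 60% inhibition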;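 also: 0% = neutral control wells and 100% = 4 µM acridine orange control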
Rtt109 HAT inh – inhibitors of C. albicans Rtt109/Vps75 HAT, primary screen, biochemical, ThioGlo CoA-SH fluorescence, plate reader. inhibition, % at 34.9 µM. purified Rtt109/Vps75, 4 h. 0.16% of 330,000 active;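 active = inhibition of at least 50% in every replicate; inconclusive = best replicate reaches 50% inhibition but some replicates fall short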
SUMO Mot1 rescue – yeast Mot1-301 growth rescue at high temperature, primary screen, SUMOylation pathway inhibitor project, S. cerevisiae, ATP luminescence, 38.5C. S. cerevisiae Mot1-301 growth rescue; percent above DMSO median, 100 means doubled. growth rescue, % at 18.8 µM. 1% of 320,000 active;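 active = every valid replicate shows activation above 250% relative to neutral control wells; inactive = the rest, any valid replicate at or below 250%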;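 also: OY570 slx delta 5 strain wells were the positive control but not used for scaling; some compounds called inactive have numbers as strong as hits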
Keap1-Nrf2 PPI – Keap1-Nrf2 protein-protein interaction inhibitors, primary screen, biochemical, fluorescence polarization, single point | Keap1 Kelch-Nrf2 peptide fluorescence polarization, 1536-well | inhibition, % at 9.4 µM | 0.15% of 340,000 active; in the data active = inhibition above about 12%; inconclusive = no clear call, values can overlap the other calls; inactive = below about 7.3%;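 also: human Keap1 Kelch domain with fluorescein labeled Nrf2 9mer peptide probe; 0% = neutral control wells and 100% = peptide positive control; higher means more block of Keap1 binding to Nrf2 peptide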
Target sequence (Q14145 whole entry, looked up, the tested form may be a part): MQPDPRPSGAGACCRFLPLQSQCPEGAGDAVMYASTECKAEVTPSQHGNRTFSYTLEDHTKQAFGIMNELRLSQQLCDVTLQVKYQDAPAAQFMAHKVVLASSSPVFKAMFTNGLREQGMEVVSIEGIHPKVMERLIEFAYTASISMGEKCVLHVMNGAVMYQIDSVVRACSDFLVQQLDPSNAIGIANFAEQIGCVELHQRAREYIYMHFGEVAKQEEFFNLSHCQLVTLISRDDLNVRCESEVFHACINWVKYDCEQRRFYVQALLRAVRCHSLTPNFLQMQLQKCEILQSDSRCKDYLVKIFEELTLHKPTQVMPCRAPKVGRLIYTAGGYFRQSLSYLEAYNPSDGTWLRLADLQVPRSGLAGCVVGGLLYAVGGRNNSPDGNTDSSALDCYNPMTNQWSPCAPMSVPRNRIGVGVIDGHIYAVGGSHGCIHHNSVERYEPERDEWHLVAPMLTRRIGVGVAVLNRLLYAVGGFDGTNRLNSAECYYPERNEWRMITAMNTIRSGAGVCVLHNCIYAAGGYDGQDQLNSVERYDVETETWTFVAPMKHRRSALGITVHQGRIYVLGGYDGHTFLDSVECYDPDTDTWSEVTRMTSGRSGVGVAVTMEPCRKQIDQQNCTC
Cardiac RTF inh – cardiac RTF calcium sensitivity inhibitors, primary screen, biochemical, IANBD-TnC fluorescence, EC70 calcium | AID 493244, 2011 | inhibition, % at 7.15 µM | IANBD-labeled cardiac RTF, Ca2+ fluorescence | 0.12% of 340,000 active;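 active = inhibition above the mean inhibition of all tested compounds plus 3 SD, cut at about 17% in these data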;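 also: assay run at fixed EC70 calcium of 1.6 mM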
CDK5 p35 inh – inhibitors of human CDK5/p35 kinase, primary screen, biochemical, single concentration; AID 488839, 2010; Cyclin-dependent kinase 5 (Homo sapiens) + Cyclin-dependent kinase 5 activator 1 (Homo …; inhibition, % at 10 µM; Recombinant CDK5/p35, ADP-Glo luminescence, 60 min; 0.01% of 330,000 active;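 active = highest replicate inhibition of at least 50% and at least 75% of replicates reaching 50%; inconclusive = only one of the two criteria met; inactive = both criteria failed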;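 also: plate controls were DMSO neutral control for no effect and GW8510 at 10 µM for full effect; many of its hits are not listed in these tables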
PfHsp90 yeast 2 – growth inhibition of PfHsp90-expressing yeast, primary screen, antimalarial PfHsp90 inhibitor project, S. cerevisiae, BacTiter-Glo luminescence, single point, set 2. BacTiter-Glo ATP, 48 h; yeast lacking PDR1 and PDR3 efflux regulators. inhibition, % at 9.4 µM. 0.32% of 310,000 active. AID 504621, 2011;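 active = every replicate shows inhibition above about 80%, whatever the replicate mean, limit read from the data; inconclusive = mean inhibition reaches the set limit but some replicate falls short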;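 also: 0% = DMSO neutral controls and 100% = 20 µM radicicol positive controls; yeast relying on Plasmodium falciparum Hsp90 in place of its own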
RTF Ca sens act – cardiac RTF calcium sensitivity activators, primary screen, biochemical, IANBD-TnC fluorescence, EC20 calcium | Troponin I, cardiac muscle (Homo sapiens) + Troponin T, cardiac muscle (Homo sapiens) + … | IANBD-labeled TnC RTF fluorescence at EC20 calcium; 0% EC20 calcium, 100% full calcium | activation, % at 7.2 µM | 0.24% of 340,000 active | AID 493008, 2010;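 active = activation above the mean over all tested compounds plus 3 SD, cut at about 30% in these data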;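 also: rise in fluorescence read as greater calcium sensitivity of cardiac thin filaments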
dFosB act – activators of delta FosB homodimer, primary screen, biochemical, fluorescence polarization, TAMRA-CDK5 oligo, single point; Protein FosB (Mus musculus), P13346; purified delta FosB; percent of positive-control signal above neutral wells; activation, % at 25 µM; 0.99% of 340,000 active;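 active = mean activation above about 17%, with every replicate also reaching it, limit read from the data, passing the limit was not always enough; inconclusive = only one of the two conditions met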;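 also: fluorescence polarization rise as delta FosB binds a TAMRA Cdk5 AP-1 oligo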
Target sequence (P13346 whole entry, looked up): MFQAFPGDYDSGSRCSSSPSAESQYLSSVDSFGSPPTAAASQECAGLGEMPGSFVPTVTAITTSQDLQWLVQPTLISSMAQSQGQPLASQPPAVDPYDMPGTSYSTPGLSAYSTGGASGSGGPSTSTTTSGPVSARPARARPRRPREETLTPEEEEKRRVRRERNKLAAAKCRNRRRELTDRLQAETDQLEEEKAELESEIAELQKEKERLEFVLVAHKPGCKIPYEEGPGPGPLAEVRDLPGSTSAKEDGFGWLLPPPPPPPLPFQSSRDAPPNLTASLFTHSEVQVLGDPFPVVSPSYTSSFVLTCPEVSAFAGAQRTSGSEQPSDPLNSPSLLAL
The depositor's hits bear a star; ? = inconclusive; . = not tested or not shown.

SMILES	NSD2 HMT inh	PvdQ acylase	C-LANA FP	Rtt109 HAT inh	SUMO Mot1 rescue	Keap1-Nrf2 PPI	Cardiac RTF inh	CDK5 p35 inh	PfHsp90 yeast 2	RTF Ca sens act	dFosB act
Cc1ccc(NC(=O)C(C)Sc2nnc(-c3cccnc3)o2)cc1 (stereo not given)	-11	12	0.6	-6	5	1	-13	1.1	.	7	3
COc1ccc2c(c1)-c1c(ssc1=S)C(C)(C)N2S(=O)(=O)c1ccc(C)cc1	2	2	-0.8	1	-10	0	0	1.7	18	1	-3
Fc1ccc(COc2ccccc2CNCc2ccncc2)cc1	0	-5	-1.0	6	15	-3	-9	-0.5	16	0	-3
COc1ccc([N+](=O)[O-])cc1NC(=O)C(C)OC(=O)c1ccccn1 (stereo not given)	1	-16	-1.1	0	4	-1	-10	2.0	10	8	2
CN1CCN(c2nc(Nc3cccc(C(F)(F)F)c3)nc(N3CCOCC3)n2)CC1	6	-17	1.4	5	23	-1	-2	-0.5	2	5	-13
Oc1ccc(NCc2ccc(OCc3ccccc3)cc2)cc1	0	1	-0.4	.	-32	1	-2	0.1	17	3	-7
CCCCOc1ccc(NC(=O)CSc2cccc3cccnc23)cc1	1	-6	-0.2	-7	19	0	-1	-0.1	-11	-5	-3
Cc1ccc(NC(=O)CN2C(=O)S/C(=C\c3cc(C)n(-c4cccc(C(=O)O)c4)c3C)C2=O)cc1	-6	-5	0.5	?	32	1	-4	0.5	-12	-3	-4
CCN(CCNC(=O)C1=C(C)C(=O)OC12CCC(C)CC2)c1ccccc1 (stereo not given)	1	-7	1.5	3	-11	-1	-5	-0.7	16	3	-12
Cc1c(OC(C)C(=O)NCc2ccncc2)ccc2c3c(c(=O)oc12)CCCC3 (stereo not given)	-1	-17	-0.1	1	-8	-5	3	-1.6	4	0	-21
CCOC(=O)C(C(=O)NCc1ccc(C)cc1)c1ncc(C(F)(F)F)cc1Cl (stereo not given)	-1	-2	0.0	2	-14	2	0	-3.2	-11	-4	-4
CC(C)(Sc1ccc(CCN(CCCCC2CCCCC2)C(=O)NC2CCCCC2)cc1)C(=O)O	.	-13	10	24	5	-3	17	1.8	5	-10	-18
COc1ccc(CNC(=O)C(=O)NCC2OCCN2S(=O)(=O)c2ccc3c(c2)OCCO3)cc1 (stereo not given)	.	1	1.7	-1	-2	-4	-13	-2.4	-7	6	-9
O=C(N/N=C/c1cccnc1)c1ccccc1	-4	-6	-0.2	-3	0	3	-5	0.7	29	-1	-5
CN(Cc1ccccc1)C(=O)Cc1ccccc1	0	13	0.6	-5	-14	1	2	-0.1	-1	0	-1
CC(=O)NN1CCc2cc3ccc(C)cc3nc21	-2	6	1.4	-2	5	-9	-8	2.0	12	-2	4
O=S(=O)(c1ccccc1)c1cccc(S(=O)(=O)N2CCCCC2)c1	-4	-15	0.2	4	47	-3	1	1.4	.	9	-5
CCn1c(SCC(=O)c2ccc(OC)cc2)nnc1C(C)NC(=O)c1ccc(OC)cc1 (stereo not given)	0	-8	1.5	-7	-14	0	5	0.7	9	2	2
COc1ccc(C2C(C(=O)Nc3ccccn3)=C(C)Nc3ncnn32)c(OC)c1 (stereo not given)	.	-12	-0.1	3	-23	-7	-9	-0.3	19	-3	-2
CCn1nnnc1Oc1ccc(Cl)cc1	1	-5	-1.0	-2	-16	-3	-1	2.6	13	2	-2
CC[N+](C)(CC)CC(=O)OCC1C(C)C=C(C)CC1C (stereo not given)	0	-2	-0.6	5	11	-2	1	-4.9	7	2	-2
Cc1c(C(=O)OCC(=O)N(CC(C)C)c2c(N)n(Cc3ccccc3)c(=O)[nH]c2=O)oc2ccccc12	0	-17	-1.0	4	.	-3	-5	1.3	21	-9	4
CC(C)C(=O)N1CCN(c2c(Cl)cccc2[N+](=O)[O-])CC1	3	-14	-0.4	-4	-10	1	-6	-0.6	26	1	-7
CC(c1ccco1)N(C(=O)c1cccc(S(=O)(=O)N(C)C)c1)c1ccccn1 (stereo not given)	48	3	-0.9	1	63	-2	-2	1.3	2	0	0
CC(OC(=O)c1ccc(Cl)nc1)C(=O)NC1CCCC1 (stereo not given)	-5	-10	-2.2	6	-12	-5	-2	-5.1	-13	2	-2

Following part:
SMILES	NSD2 HMT inh	PvdQ acylase	C-LANA FP	Rtt109 HAT inh	SUMO Mot1 rescue	Keap1-Nrf2 PPI	Cardiac RTF inh	CDK5 p35 inh	PfHsp90 yeast 2	RTF Ca sens act	dFosB act
CCOCCCNC(=O)N[C@H](C(=O)OC)C(C)CC (stereo not given in full)	-2	-5	1.8	-1	-5	-9	-11	-2.4	-23	3	-2
N#Cc1ccc(C(=O)N(Cc2ccccc2)c2ccccc2)cc1	-2	-5	-1.0	1	-22	1	-12	1.2	11	-1	-9
COC(=O)c1ccccc1NC(=O)c1cc[n+]([O-])cc1	-7	2	-0.8	3	12	-1	-17	-0.2	-5	0	-5
CC(NC(=O)c1ccco1)C(=O)N1CCN(c2cccc(C(F)(F)F)c2)CC1 (stereo not given)	-3	-6	-0.9	0	7	-5	3	-5.0	0	2	-10
COc1ccc(C(=O)NCC(=O)OCc2ccccc2F)cc1	.	-7	-0.2	-3	8	-3	-10	0.5	-1	3	-4
O=C(CN1C(=O)NC2(CCc3ccccc3C2)C1=O)NCc1ccco1 (stereo not given)	-2	-1	-2.1	8	11	0	-10	-0.9	10	2	1
Cc1nc2cc(Cc3ccccc3)ccc2o1	24	2	-2.5	-5	.	4	-5	0.8	-23	-3	-9
O=C(Nc1ccccc1)c1cccnc1NCCc1ccccc1	-4	-6	2.0	5	36	-2	8	0.4	23	12	-8
COc1ccc(-c2cc(N3C(=O)Nc4ccccc4N3O)n[nH]2)cc1OC	-1	-15	6.4	-6	.	-1	14	0.1	-14	0	4
CN1CCC(N(CCc2ccccc2)C(=O)CCC(=O)O)CC1	7	-30	-3.8	-2	-17	-3	-8	0.8	0	35*	0
COc1ccc(C(=O)Nc2ccc(-c3nnn(CC(=O)NCc4ccco4)n3)cc2)cc1	-2	-6	-0.7	-6	1	-5	-15	-0.5	-15	-1	46*
Cc1ccc(NC(=O)CSc2nnc(-c3cccnc3)n2CCN2CCCCC2)cc1	0	-12	0.2	7	6	-5	-5	1.4	11	4	-8
CC(C)OCCCNC(=O)CCN1C(=O)COc2ccccc21	.	-17	0.3	.	13	-7	-1	-0.7	-44	0	-3
CCOC(=O)NNC1CC(=O)N(c2ccc(OC)cc2)C1=O (stereo not given)	-1	9	-0.9	5	-10	-3	0	-0.3	-5	4	3
O=C(Nc1nccs1)c1ccc(Br)c(S(=O)(=O)N2CCCC2)c1	1	9	-0.1	12	9	2	-2	-0.3	6	-6	-16
S=C(Nc1ccccc1)Nc1ccc(Br)cc1	-4	-3	0.7	-24	12	-2	-2	-0.5	9	0	-2
C#CCOCCOCCOCCNc1nc(N2CCOCC2)nc(N2CCN(C(=O)[C@H](C)n3cc(CCC(=O)O)nn3)CC2)n1	.	-13	1.3	-5	.	5	-15	0.4	-6	-1	5
COc1ccc(NC(=O)C2C(c3ccccc3)C2(Cl)Cl)c(OC)c1 (stereo not given)	.	-8	1.8	-3	17	0	-3	0.8	4	-2	1
O=C(COC(=O)Cc1ccccc1[N+](=O)[O-])NCc1ccc(Cl)cc1	-1	-10	0.8	2	64	-7	5	-0.5	5	-5	-17
O=C(COc1ccc([N+](=O)[O-])cc1)Nc1cccc(C(=O)Nc2ccccc2C(=O)O)c1	-2	2	-0.8	27	79	1	-2	-0.6	0	-1	-2
CC/C=C\[C@H](O)[C@H](O)C1=C(C)C(=O)[C@]2(O1)C(=O)N[C@@](OC)(C(=O)c1ccccc1)C2O (stereo not given in full)	.	-6	0.9	-4	20	-3	0	-0.6	-19	-1	-4
CCOC(=O)c1c(NC(=O)COC(=O)c2c(C)noc2C)sc2c1CCC2	-4	-5	0.7	-5	18	-6	0	0.6	53	-2	-3
CC(C)n1nc(C(=O)Nc2cccc(S(=O)(=O)N3CCCCC3)c2)c2ccccc2c1=O	1	2	-0.4	7	4	-1	3	0.4	-5	-6	-1

Exported with bars between the fields: part of the list above
SMILES | NSD2 HMT inh | PvdQ acylase | C-LANA FP | Rtt109 HAT inh | SUMO Mot1 rescue | Keap1-Nrf2 PPI | Cardiac RTF inh | CDK5 p35 inh | PfHsp90 yeast 2 | RTF Ca sens act | dFosB act
COc1ccc([N+](=O)[O-])cc1NC(=O)C(C)OC(=O)c1ccccn1 (stereo not given) | 1 | -16 | -1.1 | 0 | 4 | -1 | -10 | 2.0 | 10 | 8 | 2
Cc1nc2cc(Cc3ccccc3)ccc2o1 | 24 | 2 | -2.5 | -5 | . | 4 | -5 | 0.8 | -23 | -3 | -9
N#Cc1ccc(C(=O)N(Cc2ccccc2)c2ccccc2)cc1 | -2 | -5 | -1.0 | 1 | -22 | 1 | -12 | 1.2 | 11 | -1 | -9
Cc1ccc(NC(=O)C(C)Sc2nnc(-c3cccnc3)o2)cc1 (stereo not given) | -11 | 12 | 0.6 | -6 | 5 | 1 | -13 | 1.1 | . | 7 | 3
COc1ccc(C2C(C(=O)Nc3ccccn3)=C(C)Nc3ncnn32)c(OC)c1 (stereo not given) | . | -12 | -0.1 | 3 | -23 | -7 | -9 | -0.3 | 19 | -3 | -2
